TRPC4 act: TRPC4 (mouse) channel activation. B-score at 10 µM. HEK293 TRPC4beta/mu-opioid, Fluo4 calcium fluorescence; active compounds read high. 0.49% of 310,000 active. Q9QUQ5;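 active = B-score above 5 SD of library B-scores, and initial fluorescence ratio not above library mean plus 5 SD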;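 also: positive B-score marks a calcium rise read as TRPC4 activation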
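Material: HEK293 stable line with TRPC4beta plus mu-opioid receptor; technique: Fluo4 calcium-sensitive dye fluorescence, kinetic, 1 Hz baseline; timing: Fluo4 dye loading 45 min at room temperature, 110 s recording; controls: assay buffer as low control, maximal DAMGO as high control; read-out: integrated baseline-normalised fluorescence ratio, converted to per-well B score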
SKKanGAS inh: inhibitors of SKKanGAS S. pyogenes growth in kanamycin (SK-promoter or general growth effect); BacTiter-Glo, 6 h; inhibition, % at 7.5 µM; 1.3% of 300,000 active; AID 1662;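 active = mean replicate score, as percent of positive control median, at least 50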;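 also: strain carries kanamycin resistance gene driven by streptokinase promoter and grows in 40 µg/ml kanamycin; loss of luminescence reflects streptokinase promoter inhibition or plain growth inhibition; 0% = median of DMSO wells and 100% = positive control at its reference dose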
MrgX1 agonist: human MrgX1 receptor agonism, primary screen; B-score at 10 µM; 0.44% of 310,000 active; Q96LB2; MrgX1-HEK293 cells, Fluo-4 calcium fluorescence, agonist mode; active compounds read high; AID 588627;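 active = calcium response B-score plate-corrected fluorescence ratio at least 3 library SD, with starting fluorescence B-score inside 5 SD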
Target sequence (Q96LB2 whole entry, looked up): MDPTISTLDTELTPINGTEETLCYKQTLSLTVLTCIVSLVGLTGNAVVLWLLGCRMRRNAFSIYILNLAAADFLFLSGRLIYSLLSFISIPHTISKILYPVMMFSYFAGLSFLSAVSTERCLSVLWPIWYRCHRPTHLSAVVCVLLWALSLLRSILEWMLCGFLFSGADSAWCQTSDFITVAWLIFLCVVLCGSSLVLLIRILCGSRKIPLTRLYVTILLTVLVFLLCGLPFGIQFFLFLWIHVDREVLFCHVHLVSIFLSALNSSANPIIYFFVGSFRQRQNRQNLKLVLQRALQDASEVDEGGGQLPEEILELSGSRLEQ
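Assay system: MrgX1-expressing HEK293 cells / Amount: fifteen thousand cells per well / Doses: test compound in the initial addition of three / Timing: cells plated overnight, dye loaded 0.5 h 37 °C, 0.5 h room temperature / Technique: kinetic calcium dye fluorescence, Fluo-4 NW / Control set: positive and negative controls per plate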
ANO1 activ: activators or potentiators of mouse TMEM16A chloride channel; B-score at 10 µM; HEK293 TMEM16A/YFP-H148Q/I152L, iodide quench fluorescence; active compounds read low; AID 623877; 0.3% of 340,000 active; Q8BHY3;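 active = fluorescence-ratio B-score plate-corrected deviation score at least 3 library SD below zero, with starting fluorescence score within 5 deviations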;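 also: channel opened by trigger with iodide after compound preincubation; score built on the fluorescence ratio of max minus min over baseline; more negative score means more quench and so TMEM16A activation or potentiation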
TRPC4 block: inhibitors of mouse TRPC4 channel. Q9QUQ5. HEK293 TRPC4beta/mu-opioid, DAMGO-evoked Fluo4 calcium flux; active compounds read low. B-score at 10 µM. 0.39% of 300,000 active;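 active = B-score over 3 SD under the library average, no early fluorescence shift, positive overall ratio signal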
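Test system – stable TRPC4beta/mu-opioid receptor HEK293 cells · Probe or stimulus – DAMGO, a submaximal dose followed by a maximal one · Dosing – one concentration per compound · Signal – Fluo4 calcium fluorescence by kinetic imaging, 5 s 1 Hz baseline · Evaluation – per-well B score of integrated baseline-normalized Fluo4 ratio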
TMEM16A inh: mouse TMEM16A channel inhibition, primary screen; Q8BHY3; HEK293 TMEM16A/YFP iodide influx fluorescence, ionomycin; normalized B-score (activity score, 25-100; higher = stronger inhibition) at 10 µM; 1.2% of 310,000 active;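 active = ratio plate-corrected score three or more library SD toward inhibition, starting fluorescence score within five deviations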;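 also: score derived from kinetic fluorescence span divided by baseline fluorescence per well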
MrgX1 antag: antagonists of human MrgX1 receptor; Q96LB2; MRGX1-HEK293 calcium flux, Fluo-4, BAM8-22 antagonism; active compounds read low; B-score at 10 µM; 1.3% of 310,000 active; AID 588676;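 active = calcium-response B-score plate-corrected more than 3 library SD below zero, starting fluorescence within 5 deviations, no agonist response on first addition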;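 also: peak minus trough fluorescence over baseline after final BAM8-22 challenge near maximal dose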
TRPC6 inh: inhibitors of mouse TRPC6 channel; Q61143; HEK293-TRPC6, membrane potential dye, ACh-evoked depolarization; active compounds read low; B-score at 10 µM; 1.1% of 310,000 active; AID 2553;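 active = B-score under library mean minus 3 SD, initial fluorescence not abnormally high, positive integrated signal ratio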;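 also: B-score derived from integrated fluorescence ratio over the kinetic read; more negative B-score means stronger inhibition of depolarization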
TRPC6 act: activates the mouse TRPC6 cation channel. Q61143. HEK293-TRPC6 membrane potential dye fluorescence; active compounds read high. B-score at 10 µM. 0.13% of 310,000 active. AID 2550;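 active = B-score of the integrated fluorescence ratio above library mean plus 3 SD, and starting fluorescence ratio within library mean plus 5 SD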;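 also: higher score means more depolarization so channel activation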
MrgX1 allo act: allosterically activates human MrgX1 receptor signaling; Q96LB2; MrgX1-HEK293, Fluo-4 calcium flux, FDSS; active compounds read high; B-score at 10 µM; 0.63% of 310,000 active; AID 588675;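 active = plate-corrected calcium response at least 3 library SD above typical, normal starting fluorescence, not activating the receptor alone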;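 also: compound read alongside a low EC10 to EC30 dose of BAM8-22 agonist; peak minus trough fluorescence over baseline measured at the second addition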
TRPC4 potent: allosteric potentiators of mouse TRPC4 channel. Q9QUQ5. HEK293 TRPC4beta/mu-opioid, DAMGO EC20, Fluo-4 Ca2+ flux; active compounds read high. B-score at 10 µM. 0.42% of 310,000 active;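 active = B-score of calcium response area above 5 SD of library B-scores, with initial fluorescence ratio within 5 SD of library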;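 also: B-score of integrated fluorescence ratio over time as area under calcium response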
The depositor's hits bear a star; i = inactive; . = not tested or not shown.

SMILES	TRPC4 act	SKKanGAS inh	MrgX1 agonist	ANO1 activ	TRPC4 block	TMEM16A inh	MrgX1 antag	TRPC6 inh	TRPC6 act	MrgX1 allo act	TRPC4 potent
CCOC(=O)c1c(NC(=O)COc2ncnc3ccccc23)sc(C(C)=O)c1C	i	2.0	i	i	i	i	i	i	i	i	i
Cc1cc(C)cc(N2C(N)=NC(N)=NC2c2cccc(Cl)c2)c1 (stereo not given)	i	0.1	i	.	i	i	i	i	i	i	i
COc1ccccc1N1CCN(Cc2ccsc2)CC1	i	4.7	i	i	i	i	i	i	i	i	i
Cc1ccc2c(c1)c1c3n2CCN(C(=O)CN2CCN(C)CC2)C3CCC1 (stereo not given)	i	-4.3	i	i	i	i	i	i	i	i	i
CCNC(=S)N(CCCN(C)C)Cc1cc2cc3c(cc2[nH]c1=O)OCCO3	i	1.2	i	i	i	i	i	i	i	i	i
Cc1nnc(NC(=O)CCN2C(=O)/C(=C\c3ccccc3)SC2=S)s1	i	0.2	i	i	i	i	i	i	i	i	i
Clc1cccc(OCCN2CCN(CCOc3cccc(Cl)c3)CC2)c1	i	1.8	i	i	i	i	i	i	i	i	i
Nn1cnn(Cc2ccccc2)c1=S	.	.	i	i	.	i	i	.	.	i	.
Cc1nc(-c2cccc(NC(=O)Cc3ccccc3)c2)cs1	i	-9.5	i	i	i	i	i	i	i	i	i
Cn1c(-c2sccc2OCc2cccc(C(F)(F)F)c2)n[nH]c1=S	i	-0.7	i	i	i	i	i	i	i	i	i
CCCCn1c(CCn2nc(C)c(Br)c2C)n[nH]c1=S	i	-2.1	i	i	i	i	i	i	i	i	i
CSc1ncccc1C(=O)OCC(=O)NC(C)(C)C	i	-2.8	i	i	i	i	i	i	i	i	i
COc1cc(C(=O)Nc2cccc3c2CCCC3)cc(OC)c1OC	i	-0.8	i	i	i	i	i	i	i	i	i
O=C(N/N=C/c1c[nH]c2ccccc12)c1cc(Cl)ccc1O	i	-0.7	i	i	i	i	i	i	i	i	i
CCS(=O)(=O)Nc1ccc(C2=NN(C(=O)c3ccco3)C(c3ccco3)C2)cc1 (stereo not given)	i	18.3	i	i	i	i	i	i	i	i	i
COc1cccc(CNCCNC(=O)c2nonc2N)c1	i	5.7	i	i	i	i	i	i	i	i	i
CN(C)c1ccc(-c2cccc(C3CC=CC4C3C(=O)N(Cc3ccccc3)C4c3ccc(C(F)(F)F)cc3)c2)cc1 (stereo not given)	i	9.8	i	i	i	i	i	i	i	i	i
CCc1nnc(NC(=O)CCc2ccccc2OC)s1	i	-3.2	i	i	i	i	i	i	i	i	i
O=C1[C@H](O)[C@@H](O)C(=O)N1Cc1ccccc1	i	-5.0	i	i	i	i	i	i	i	i	i
COc1ccc(C(C(=O)NC(C)(C)C)N(C(=O)CCC(=O)Nc2cc(C)on2)c2cccc(C)c2C)cc1 (stereo not given)	i	3.4	i	i	i	i	i	i	i	i	i
CC1CCC(NC(=O)Cn2c3c(c(-c4ccccc4Cl)cc2=O)CCC3)CC1 (stereo not given)	i	-2.3	i	i	i	i	i	i	i	i	i
O=C(Nc1cccnc1)c1ccc(Cl)c([N+](=O)[O-])c1	i	-3.5	i	i	i	i	i	i	i	i	i
CC(NC(=S)Nc1ccc(S(=O)(=O)N2CCOCC2)cc1)C1CC2CCC1C2 (stereo not given)	i	4.5	i	i	i	25*	i	i	i	i	i
COC(=O)Cn1cnc2sc3c(c2c1=O)CCCC3	i	-5.8	i	i	i	i	i	i	i	i	i
Cc1ccc(S(=O)(=O)NC(=O)c2cc(C)n(CC(c3ccccc3)N(C)C)c2C)cc1 (stereo not given)	i	12.6	i	i	i	i	i	i	i	i	i

Additional results:
SMILES	TRPC4 act	SKKanGAS inh	MrgX1 agonist	ANO1 activ	TRPC4 block	TMEM16A inh	MrgX1 antag	TRPC6 inh	TRPC6 act	MrgX1 allo act	TRPC4 potent
COC(=O)c1cccc(C23CC4(C2)[C@H](CN(Cc2ccc(C(F)(F)F)cc2)[C@@H]4c2ccccc2)C3c2ccc(Cl)nc2)c1 (stereo not given in full)	i	-0.3	i	i	i	i	i	i	i	i	i
CN(C)c1ccc(C(CNC(=O)c2ccccc2)c2c[nH]c3ccccc23)cc1 (stereo not given)	i	-0.2	i	i	i	i	i	i	i	i	i
Cc1nc2oc3ccccc3c(=O)c2c(=O)n1Cc1ccccc1	i	2.4	i	i	i	i	i	i	i	i	i
CC(C)C(OC(=O)c1ccco1)C(=O)NC1CCCCC1 (stereo not given)	i	-2.3	i	i	i	i	i	i	i	i	i
Cc1ccccc1NC(=S)N1CCN(c2ccccc2)CC1	i	-1.0	i	i	i	i	i	i	i	i	i
COc1ccc2nc(N(CCN(C)C)C(=O)c3ccc(C(=O)c4ccccc4)cc3)sc2c1	i	0.2	i	i	i	i	i	i	i	i	i
CSc1ccc(-c2nnn(Cc3ccc(C)cc3)n2)cc1	i	11.0	i	i	i	i	i	i	i	i	i
COc1ccc(C(=O)O/N=C(\N)Cc2cccs2)cc1OC	i	-2.7	i	i	i	i	i	i	i	i	i
CCn1c(SCC(=O)Nc2ccccc2)nc2c1c(=O)n(C)c(=O)n2C	i	-11.3	i	i	i	i	i	i	i	i	i
O=C(Oc1ccc2ccc(=O)oc2c1)c1ccc([N+](=O)[O-])cc1	i	3.7	i	i	i	i	i	i	i	i	i
COc1cccc(CNS(=O)(=O)c2ccc(S(=O)(=O)N3CCCC3)cc2)c1	i	12.8	i	i	i	i	i	i	i	i	i
COc1ccc2[nH]c(O)c(N=O)c2c1	i	-11.3	i	i	i	i	i	i	i	i	i
CC(C)CCNc1ncnc2c1cnn2Cc1ccccc1Cl	i	-1.5	i	i	i	i	i	i	i	i	i
COc1ccccc1N1CCN(c2ncnc3sc(C(=O)NCC4CCCO4)c(C)c23)CC1 (stereo not given)	i	24.0	i	i	i	i	i	i	i	i	i
CCn1c(C)c(C(C)=O)c(N2CCC(C(N)=O)CC2)nc1=S	i	6.5	i	i	i	i	i	i	i	i	i
Cc1cc(C)c(OCC(=O)Nc2cccc(NC(=O)c3ccco3)c2)c(Br)c1	i	27.4	i	i	i	i	i	i	i	i	i
COc1cc([N+](=O)[O-])cc2cc(C(=O)N3CCN=C3c3ccccc3)c(=O)oc12	i	-13.0	i	i	i	i	i	i	i	i	i
Clc1nc2c(ccc3ccccc32)[nH]1	i	-5.9	i	i	i	i	i	i	i	i	i
S=C(c1ccc(-c2ccc(Br)cc2)o1)N1CCOCC1	i	-26.8	i	i	i	i	i	i	i	i	i
Cc1ccc(CNC(=O)c2ccccc2NS(C)(=O)=O)cc1	i	3.1	i	i	i	i	i	i	i	i	i
Cc1ccc(CNC(=O)CSc2ncc(C(=O)Nc3ccccc3)c(=O)n2C)cc1	i	27.7	i	i	i	i	i	i	i	i	i
Cc1nn(-c2ccccc2)c(C)c1C(=O)NCc1ccccc1F	i	4.8	i	i	i	i	i	i	i	i	i
COc1ccc(C(=O)Nn2c(C)nc3ccccc3c2=O)c(OC)c1	i	-2.4	i	i	i	i	i	i	i	i	i
COc1ccc(N2CCN(S(=O)(=O)c3ccc(OC)c(C(=O)N4CCCC4)c3)CC2)cc1	i	0.1	i	i	i	i	i	i	i	i	i
COc1ccc(Cl)cc1-c1nc(N)nc(NC2CCCCC2)n1	i	-10.0	i	i	i	i	i	i	i	i	i

The list goes on:
SMILES	TRPC4 act	SKKanGAS inh	MrgX1 agonist	ANO1 activ	TRPC4 block	TMEM16A inh	MrgX1 antag	TRPC6 inh	TRPC6 act	MrgX1 allo act	TRPC4 potent
Cn1nc(-c2ccc(C(=O)N3CCN(CCO)CC3)cc2)c2ccccc2c1=O	i	1.8	i	i	i	i	i	i	i	i	i
CCOC(=O)N1CCN(C(=O)CS(=O)(=O)c2cn(Cc3ccc(Cl)cc3)c3ccccc23)CC1	i	7.5	i	i	i	i	i	i	i	i	i
OCc1ncccc1O	i	15.8	i	i	i	i	i	i	i	i	i
C#CCOCCOCCOCCNc1nc(N2CCOCC2)nc(N2CCN(C(=O)CCCCCCCCCCNC(=O)[C@H](CO)n3cc(CCCCCN)nn3)CC2)n1	.	.	i	i	.	i	i	.	.	i	.
O=C(COC(=O)c1ccc(S(=O)(=O)C(F)F)cc1)Nc1cccnc1Cl	i	2.4	i	i	i	i	i	i	i	i	i
CC(C(=O)O)n1c(-c2ccn[nH]2)n[nH]c1=S (stereo not given)	i	3.4	i	i	i	i	i	i	i	i	i
Cc1ccc(C(=O)CSc2ncnc3sc4c(c23)CCC(C)C4)cc1 (stereo not given)	i	-1.2	.	i	i	.	.	i	i	.	i
Nn1c(SCC(=O)Nc2ccc(F)cc2F)nnc1-c1cccnc1	i	-1.5	i	i	i	i	i	i	i	i	i
Cc1ccc(N2CC(C(=O)Nc3nnc(SCCC4OCCO4)s3)CC2=O)cc1 (stereo not given)	i	8.1	i	i	i	i	i	i	i	i	i
CCO[C@@H]1OC(C(=O)N2CCN(Cc3ccccc3)CC2)=C[C@H](c2ccccc2)[C@H]1CCCO	i	-4.4	i	i	i	i	i	i	i	i	i
O=C(C1CCC(=O)N(C2CCCC2)C1)N1CCN(Cc2cccc(Cl)c2)CC1 (stereo not given)	i	-0.8	i	i	i	i	i	i	i	i	i
O=S(=O)(NC1CC1)c1ccc2c3c(cccc13)CC2	i	0.4	i	i	i	i	i	i	i	i	i
O=S(=O)(NCC(c1ccc2c(c1)OCO2)N1CCN(c2ccccc2)CC1)c1ccccc1 (stereo not given)	i	-0.8	i	i	i	i	i	i	i	i	i
Cc1ccc(S(=O)(=O)N(CC(=O)NCCC2=CCCCC2)Cc2ccccc2)cc1	i	22.7	i	i	i	i	i	i	i	i	i
Cc1ccc2[nH]c(=O)c3cc(C(=O)NCC4CCCO4)sc3c2c1 (stereo not given)	i	5.2	i	i	i	i	i	i	i	i	i
CCCCOCCCNC(=O)c1ccc([N+](=O)[O-])c(C)c1	i	0.2	i	i	i	i	i	i	i	i	i

Assay outcomes from PubChem.
